TAG inh: inhibitors of triacylglycerol accumulation, primary screen, cell-based, uHTS, fluorescence, H9c2. H9c2 cells, Nile Red lipid (TAG) fluorescence; cells loaded with 200 µM oleic acid. inhibition, % at 12.5 µM. hit rate 0.66% among 230,000;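 active means pattern-corrected inhibition of lipid staining of at least 50% with the nuclear-stain viability signal not falling by more than 50%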;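 further: 0% = DMSO wells and 100% = triacsin C control wells; some results filed as inactive read as strong as hits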
TAG inh DAPI viability: second read-out of TAG inh, no call of its own (marks repeat the call); DAPI nuclei signal change (viability), lower = more cytotoxic, %;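 whole-well DAPI fluorescence read on a plate reader as a viability signal; minus 50 percent equals half of cells still viable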
An asterisk follows results filed as active. This is a subset (hit frequency here may not be typical).

Start of the listing, in advance:
SMILES	TAG inh	TAG inh DAPI viability
Oc1cc(Cc2ccccc2)cnc1CN1CCCCC1	9.1	13.1
O=C(NC(c1ccc(-c2ccccc2)cc1)c1cnccn1)C1CCN(CCOc2ccc(F)cc2)CC1 (stereo not given)	-0.8	10.8

The listing (from the top)
SMILES	TAG inh	TAG inh DAPI viability
Oc1cc(Cc2ccccc2)cnc1CN1CCCCC1	9.1	13.1
O=C(NC(c1ccc(-c2ccccc2)cc1)c1cnccn1)C1CCN(CCOc2ccc(F)cc2)CC1 (stereo not given)	-0.8	10.8
Cc1nccn1-c1ccc(C(F)(F)F)cc1[N+](=O)[O-]	10.2	-0.5
Cc1cccc(NC(=O)N2CCC(NC(=O)c3ccccc3C)CC2)c1	-1.7	13.5
COc1ccc(CN2CCC[C@]3(N[C@H](c4ccc(C(F)(F)F)cc4)[C@@H]4C(=O)N(C)C(=O)[C@@H]43)C2=O)cc1	4.0	-2.9
Cc1cc2c3ccccc3[nH]c(=O)n2n1	-11.7	4.3
Cc1ccc(C(=O)O)c(NC=O)c1OCc1ccccc1	-18.5	-2.9
CN(C)S(=O)(=O)c1ccc(N2CCCC2)c(C(=O)Nc2ccc(F)cc2F)c1	-3.6	0.3
COc1ccc(C(=O)C2CCCN(C(=O)c3ccoc3C)C2)cc1F (stereo not given)	-2.0	-4.7
Cc1cc(=S)[nH]c2ccccc12	-1.4	5.6
COc1ccc(Nc2nc(-c3ccc(OC)cc3)c(CCC(=O)O)s2)cc1	3.0	5.2
Cc1cc(C)c(C(=O)Nc2ccc3c(c2)OCCO3)c(C)c1	-8.0	4.5
O=C(COC(=O)c1cccc(Cl)c1)Nc1ccc2[nH]c(=O)[nH]c2c1	-8.5	3.9
COc1ccc(CS(=O)(=O)c2nc(C)cc(C)c2S(C)(=O)=O)cc1	11.2	-3.7
COCCNC(=O)C1(C)CCCN(C(=O)c2ccc3c(c2)OCO3)C1 (stereo not given)	0.2	5.7
CCOC(=O)C(C(=O)Nc1cccc(C)n1)C1CCCCC1 (stereo not given)	-33.4	0.1
CC(C)CC(NC(=O)C(Cc1ccc(OCc2ccccc2)cc1)NC(=O)OC(C)(C)C)C(N)=O (stereo not given)	-12.7	11.6
Cc1sc2nc(CN3CCCC3)nc(N3CCN(S(=O)(=O)c4cccc(F)c4)CC3)c2c1C	18.2	9.8
C[C@H](CO)N1C[C@H](C)[C@@H](CN(C)S(=O)(=O)c2ccccc2)Oc2c(NC(=O)Cc3ccccc3)cccc2C1=O	17.6	0.4
CC(C)(C)c1ccc(C(=O)CC(Sc2ccc(Cl)cc2)C(=O)O)cc1 (stereo not given)	12.2	-9.2
Cc1ccc(C2(C)NC(=O)N(CC(=O)Nc3cccnc3Cl)C2=O)cc1 (stereo not given)	8.0	-1.1
Cc1cc(CN(C)C(=O)CC2C(=O)NCCN2Cc2c(F)cccc2Cl)n[nH]1 (stereo not given)	-9.8	-10.5
CC1(C)CC(=O)C=C(Nc2ccccn2)C1	14.9	-11.5
O=C1[C@H]2[C@@H](c3ccc(F)cc3)N3C(=O)N(c4ccccc4)C(=O)[C@@]3(Cc3ccccc3)[C@H]2C(=O)N1C1CCCCC1	-7.7	4.8

Reprinted at random: six compounds from above
SMILES	TAG inh	TAG inh DAPI viability
Cc1cc(C)c(C(=O)Nc2ccc3c(c2)OCCO3)c(C)c1	-8.0	4.5
COc1ccc(CS(=O)(=O)c2nc(C)cc(C)c2S(C)(=O)=O)cc1	11.2	-3.7
Cc1sc2nc(CN3CCCC3)nc(N3CCN(S(=O)(=O)c4cccc(F)c4)CC3)c2c1C	18.2	9.8
CC(C)(C)c1ccc(C(=O)CC(Sc2ccc(Cl)cc2)C(=O)O)cc1 (stereo not given)	12.2	-9.2
Oc1cc(Cc2ccccc2)cnc1CN1CCCCC1	9.1	13.1
Cc1ccc(C2(C)NC(=O)N(CC(=O)Nc3cccnc3Cl)C2=O)cc1 (stereo not given)	8.0	-1.1

Following part:
SMILES	TAG inh	TAG inh DAPI viability
c1ccc(CSc2nnc(Cc3ccccc3)o2)cc1	-10.2	-0.7
CC(C)CNC(=O)C1(C)CCCCCN1C(=O)c1cc(C#N)cs1 (stereo not given)	-8.6	-1.4
CCC(NC(=O)CCC(=O)N1CCN(S(=O)(=O)c2ccc(C)cc2)CC1)c1ccc(C)cc1 (stereo not given)	9.0	2.4
COc1ccc(-c2ccc(C#N)c(SCC(=O)NC3CC3)n2)cc1OC	-17.2	36.0
CCOC(=O)C(=O)N1CCN(c2ccccc2OC)CC1	7.3	-3.0
CCN(CC)C(=O)C1=C(C)N(CCC2=CCCCC2)C(=O)C(CC(=O)NCC2CCCCC2)C1 (stereo not given)	9.2	-12.2
Cc1c[n+]([O-])cc(C)c1[N+](=O)[O-]	1.4	-3.1
C=CC[C@@H](Cc1ccc(F)cc1)C(=O)OC[C@@H]1CCCN1C(=O)[C@H](CC=C)CC(=O)NCCO	14.3	-5.5
N#Cc1ccc(OCC(=O)OCC(=O)c2ccccc2)cc1	-29.0	3.2
Cc1nc2sc3c(c2c(=O)[nH]1)CCCCC3	5.5	4.2
Oc1c(Br)cc(Br)cc1C=Nc1ccc2c(c1)OCCO2	-8.7	1.3
CC1(C(=O)NCc2cccs2)Cc2c(-c3cccc(C(F)(F)F)c3)ccnc2O1 (stereo not given)	18.4	-29.1
CCOC(=O)c1cc(NC(=O)Cc2ccc(S(=O)(=O)N3CCOCC3)s2)cc(C(=O)OCC)c1	4.7	-5.6
CC1(C)Cc2ccccc2-c2nnc(SCC(=O)Nc3nc4ccccc4s3)n21	-0.7	13.6
NC(=O)SCC(=O)Nc1ccc(Cl)cc1	-4.9	-0.4
Cn1c(=NCC(O)COc2ccccc2)sc2ccccc21 (stereo not given)	-6.4	16.1
CCCCN(CC)C(=O)c1ccc2c(c1)OCO2	7.0	-7.3
CS(=O)(=O)N(Cc1ccccc1)c1ccc(C(=O)N2CCOCC2)cc1	-0.6	-2.1
COc1cc(C(=O)NC(=S)NCc2ccncc2)cc(OC)c1OC	9.3	2.0
CNC(=O)c1c(NC(=O)CS(=O)(=O)c2ccc(Cl)cc2)sc(C)c1C	9.7	-9.2
Cc1cc(C)c2c(N)c(C(=O)Nc3c(C)n(C)n(-c4ccccc4)c3=O)sc2n1	5.1	3.5
CCOc1ccc(NC(=O)Cc2nnc(SCC(=O)N3CCOCC3)n2C)cc1	-5.1	7.4
CN(C)CCN(C(=O)C1=COCCO1)c1nc2ccc(F)cc2s1	34.9	4.3
COc1ccc(/C=N\NC(=O)COc2ccc(C(C)(C)C)cc2)cc1Cn1nc(C)cc1C	0.1	-7.3
COc1ccc(/C=N\NC(=O)/C(=C\Nc2nccc(C)n2)NC(=O)c2ccccc2)cc1	0.1	-11.6
O=C1CC(c2ccccc2)NN1 (stereo not given)	18.4	5.7
CCN(CC(=O)NC(=O)NCc1ccco1)Cc1nc2ccccc2c(=O)[nH]1	8.1	-1.7
O=C(COc1cccc(C(F)(F)F)c1)NCC(c1ccco1)N1CCCC1 (stereo not given)	28.9	-3.6
CC(C)(C)c1cc(C(=O)N/N=C/c2ccc([N+](=O)[O-])s2)n[nH]1	6.4	2.9
COc1ccc(/C=C/C(=O)C2CC2)cc1COc1cccc(C)c1C	-12.1	9.6
COc1ccc(-c2ccc3[nH]c4c(c3c2)CCN2C(=O)[C@@H]([C@H](C)O)[C@@H](N(C)C(=O)Nc3ccc(F)cc3)C[C@@H]42)cc1	29.5	-4.1
O=C(CS(=O)(=O)c1ccccc1)NC1CCCCC1	5.8	-4.9
Cc1ccc(C)c(NS(=O)(=O)c2ccc(-n3cccn3)cc2)c1	3.7	1.1
Cn1c(=O)c2c(nc3sccn32)n(C)c1=O	6.2	0.2
CC(C)N(CC(N)=O)C(=O)c1sc2cc(F)ccc2c1Cl	-8.8	-5.1
COC(=O)c1ccc(NC(=O)CSc2nccn2CCc2ccccc2)cc1	13.6	-6.0

Single records, from the list above:
CC(C)N(CC(N)=O)C(=O)c1sc2cc(F)ccc2c1Cl is entered as TAG inh: -8.8; TAG inh DAPI viability: -5.1
COC(=O)c1ccc(NC(=O)CSc2nccn2CCc2ccccc2)cc1 is entered as TAG inh: 13.6; TAG inh DAPI viability: -6.0
COc1ccc(/C=C/C(=O)C2CC2)cc1COc1cccc(C)c1C is entered as TAG inh: -12.1; TAG inh DAPI viability: 9.6

New compounds follow:
SMILES	TAG inh	TAG inh DAPI viability
O=C(Cc1ccc(S(=O)(=O)N2CCCC2)s1)N1CCOCC1	-15.9	3.8
CCOC(=O)N1CCC(N2C(=O)c3ccccc3C2Nc2ccc(C)cc2)CC1 (stereo not given)	-4.2	-8.2
Cn1c(C(=O)Nc2ccccc2)cc2sccc21	-1.2	-2.1
CCCc1cc(=O)c2c(O)cccc2o1	-3.6	1.1
Cc1ccc(Cl)cc1NC(=S)N(CCCN1CCOCC1)Cc1ccco1	6.2	13.5
Oc1c(Cl)cc(Oc2cc(Cl)c(O)c(CN3CCOCC3)c2)cc1CN1CCOCC1	5.6	5.4
Cc1cc(C)nc(NC2=NCCN2C(=S)Nc2ccc(C)c(C)c2)n1	11.3	-2.2
CC(C)NC(=O)c1ccc2c(c1)N(CC(=O)N1CCCC1)C(=O)C(C)(C)O2	-11.4	1.2
COc1ccc(Cl)cc1S(=O)(=O)N1CCCC(C(=O)NCc2ccncc2)C1 (stereo not given)	-14.2	-3.7
S=C1NC[C@H](Cc2ccccc2)N1CC1CCN(CCCC2CCCC2)CC1	8.3	12.5
O=C(Nc1ccn(CCCNCCc2ccccn2)c(=O)n1)OCc1ccccc1	4.8	7.0
O=C(O)c1ccc(NC(=S)NC(=O)c2cccc(COc3ccccc3)c2)cc1	-8.8	9.9
O=C(Nc1ccccc1-c1ccccc1)NC1CCN(C(=O)N2CCOCC2)CC1	4.8	-0.3
Cc1ccc(F)cc1NC(=O)/C=C/c1ccc(S(=O)(=O)N2CCOCC2)cc1	5.4	-4.3
Cc1cccc(NC(=S)N2CCC(C(N)=O)(N3CCCCC3)CC2)c1C	-13.4	0.1
CC1=NN(C(=O)COc2ccc(C)c(C)c2)C(O)(c2ccccc2)C1 (stereo not given)	-3.7	-4.8
C/C(CC(=O)Nc1ccccn1)=N\NC(=O)c1cccc(C)c1	20.5	-3.3
CC(=O)N1CCN(S(=O)(=O)c2cccc(C(=O)NCCc3ccc(Cl)cc3)c2)CC1	-8.6	-1.8
Cc1sc2ncnc(NCc3ccccc3)c2c1C	-47.1	7.7
COc1cccc(NC(=O)C2(C)CCN2Cc2ccc(OC(C)C)cc2)c1 (stereo not given)	-13.8	11.7
CC1(C(=O)NCc2ccc(F)c(F)c2)Cc2c(-c3cccc(C(N)=O)c3)ccnc2O1 (stereo not given)	18.2	-4.5
O=C(OCC(=O)N1CCCC1=O)c1ccc(Cl)cc1[N+](=O)[O-]	0.3	-2.6
O=C1Nc2ccccc2C1=NN1CCCCCC1	-1.5	-3.3
COc1ccc(CNC(=O)C/C(C)=N/NC(=O)C(c2ccccc2)c2ccccc2)cc1	-30.4	6.1
COc1cc2c(cc1NC(=O)COC(=O)/C=C/c1ccc([N+](=O)[O-])cc1)oc1ccccc12	4.2	5.7
O=C(CSc1ccc2c(c1)OCCO2)Nc1ccc(Cl)cn1	6.4	6.4
COCCN(C(=O)COC(=O)c1c(C)nn(-c2ccccc2)c1C)c1c(N)n(Cc2ccccc2)c(=O)[nH]c1=O	18.3	-2.9
CC1(C(=O)Nc2cccc(NS(C)(=O)=O)c2)Cc2c(-c3cccc(C(N)=O)c3)ccnc2O1 (stereo not given)	2.5	2.1
CN(c1ccccc1)S(=O)(=O)c1cccc(C(=O)Nc2cccc(C(=O)NC3CC3)c2)c1	1.7	6.9
COc1cc(S(=O)(=O)Nc2ccccc2C)ccc1NC(=O)c1ccncc1	-14.6	5.8
COCCNC(=S)N1CCC(NC(=O)c2ccco2)CC1	-4.0	4.3
COC(=O)CSc1nc(C)c(Oc2ccccc2)c(=O)[nH]1	5.7	-4.1
CCCCCCCCC(=O)c1c(OC)oc(C=O)cc1=O	12.8	-6.3
COCc1nnc(NS(=O)(=O)c2ccc(OC)cc2)s1	0.5	-12.1
CCCc1nnc(NC(=O)C(=O)NCCN(C)C)s1	-11.1	-4.1
Cc1ccc(S(=O)(=O)NCCOc2nc(N(C)C)nc(N3CCOCC3)n2)cc1	27.9	8.3
N#Cc1nc(-c2ccco2)oc1NCCc1ccccc1	-15.2	-5.2
CCNC(=S)NNC(=O)Cc1ccccc1	-14.3	-2.4
Cc1cccc(C)c1NC(=O)CN(C)C(=O)C1CCCCC1	9.2	0.7
CC(C)(CNS(=O)(=O)c1ccc(Br)s1)N1CCOCC1	10.3	-0.2
Cc1c(C(=O)NCc2cccc([N+](=O)[O-])c2)sc(=O)n1Cc1ccc(F)cc1	3.9	-7.7
O=C(O)c1cc(Nc2nc(N3CCOCC3)nc(N3CCOCC3)n2)ccc1Cl	5.4	1.6
O=c1ccc2cc(O)c(O)cc2o1	11.2	8.4
CSc1nsc(/C=C/Nc2ccc(C)cc2)c1C#N	8.2	6.5
CCOC(=O)CC1COCCN1C(=O)c1ccc2oc(Cc3ccccc3)nc2c1 (stereo not given)	10.0	-0.1
COC(=O)c1ccc(COC(=O)CSCC(=O)Nc2ccc(C)cc2C)cc1	0.3	3.7
CCOC(=O)N1CCN(C(=O)CSc2ccc3nnc(-c4cccnc4)n3n2)CC1	10.4	-2.0
CCn1ncc(CN2CCN(C(=O)Nc3ccccc3C(=O)OC)CC2)c1C	7.4	-12.6

Copied from the list.
`CC(C)NC(=O)c1ccc2c(c1)N(CC(=O)N1CCCC1)C(=O)C(C)(C)O2` – TAG inh DAPI viability: 1.2
`CCOC(=O)CC1COCCN1C(=O)c1ccc2oc(Cc3ccccc3)nc2c1` (stereo not given) – TAG inh DAPI viability: -0.1

The results go on.
SMILES	TAG inh	TAG inh DAPI viability
Cc1cccc(C)c1C(O)c1ncc(-c2cccc(F)c2)[nH]1 (stereo not given)	0.6	5.6
Nc1cc(N2CCCC2)ccc1[N+](=O)[O-]	-8.0	-7.3
COc1ccc(-c2nc(N)nc(C(F)(F)F)c2-c2csc(C)n2)c(O)c1	-7.1	13.3
CCOc1ccc(NC(=O)c2cccs2)c([N+](=O)[O-])c1	-2.0	-10.7
